KDM4C inh: inhibitors of GASC-1 (KDM4C) histone demethylase, primary screen, biochemical, single concentration HTS. Lysine-specific demethylase 4C (Homo sapiens), Q9H3R0. GST-KDM4C 2-372, H3K9me3 peptide, LANCE TR-FRET. inhibition, % at 12.5 µM. actives 0.15% (n = 96,000);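 active = mean replicate inhibition above about 25%, with at least 55% of replicates also reaching it, limit read from the data, passing the limit was not always enough; inconclusive = only one of those two conditions met; inactive = neither condition met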
Target sequence (Q9H3R0 2-372 limits assumed): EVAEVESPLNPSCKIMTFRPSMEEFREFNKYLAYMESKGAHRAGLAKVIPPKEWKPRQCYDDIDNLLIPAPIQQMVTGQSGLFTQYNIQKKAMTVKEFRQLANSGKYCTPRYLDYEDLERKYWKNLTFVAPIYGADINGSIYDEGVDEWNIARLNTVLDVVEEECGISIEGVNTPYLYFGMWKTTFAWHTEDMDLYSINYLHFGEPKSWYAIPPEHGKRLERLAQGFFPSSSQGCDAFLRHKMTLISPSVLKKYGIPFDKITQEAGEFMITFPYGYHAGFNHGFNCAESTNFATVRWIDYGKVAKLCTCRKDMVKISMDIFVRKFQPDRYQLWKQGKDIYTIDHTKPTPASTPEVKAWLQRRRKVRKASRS
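System: N-terminal GST-fused human GASC-1 (KDM4C) fragment, residues 2-372 / Amount: 10 nM GST-KDM4C in enzyme reaction / Also added: H3K9me3 peptide with Fe(II)/2OG / Times: 30 min demethylation and 1 h detection at room temperature / Signal: LANCE TR-FRET / Read-out basis: Fall in 671/618 emission ratio as inhibition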
C diff HTS: C. difficile growth inhibitors, primary screen, HTS; Clostridium difficile clinical isolate growth, OD600, 24 h; active compounds read low; growth activity, negative = inhibition, % at 16 µg/mL (by protocol); actives 0.25% (n = 86,000); AID 1259249, 2017;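 active = mean growth activity at or below -80% and every replicate also at or below -80%; inconclusive = mean at or below -80% but some replicate above -80%; inactive = mean growth activity above -80%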;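 note: 0% = DMSO wells and -100% = levofloxacin 16 µg/mL wells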
Tcruzi prolif: T. cruzi intracellular proliferation inhibitors, primary screen, cell-based, beta-gal Tulahuen parasites, NIH3T3 host, luminescence. T. cruzi beta-gal in NIH3T3, GalScreen luminescence, 90 h. inhibition, % at 8.34 µM. actives 5.9% (n = 77,000);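 active = mean inhibition above about 93%, with at least 55% of replicates each passing it, limit read from the data, passing the limit was not always enough; inconclusive = only one of those two conditions holds; inactive = neither condition holds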
Pf Dd2 growth: P. falciparum Dd2 growth inhibitors, primary screen, SYBR Green fluorescence, single dose replicates; 72 h; active compounds read low; actives 2.3% (n = 94,000); AID 1159554, 2015; activity change, % at 10 µM; in the data active = activity change below about -80%; inconclusive = no clear call, values can overlap the other calls
The depositor's hits bear a star; ? = inconclusive; nt = not tested or not shown; & = joins results of further samples. Rows are unselected; overall some 6.8% were active at least once.

SMILES	KDM4C inh	C diff HTS	Tcruzi prolif	Pf Dd2 growth
O=C(C[C@H]1C[C@@H]2c3cc(NC(=O)NC4CCCC4)ccc3O[C@@H]2[C@H](CO)O1)NCc1cccc(F)c1	-0.4	3	nt	-53
C[C@@H]1CCCCO[C@@H](CN(C)Cc2ccc3c(c2)OCO3)[C@H](C)CN([C@H](C)CO)C(=O)c2cc(NC(=O)CCC(F)(F)F)ccc2O1	-0.6	8	12	-55
N#Cc1cccc(-c2ccc(C3[C@H]4CNC[C@@H]3N4S(=O)(=O)c3ccccc3)cc2)c1 (stereo partly drawn)	-1.8&-0.2	-11&25	nt	16&28
CO[C@@H]1CN(C)C(=O)c2ccc(NS(=O)(=O)c3cccc(Cl)c3)cc2OC[C@H](C)NC[C@H]1C	-1.2	nt	71	27
CCCC#Cc1cnc2c(c1)C(=O)N([C@H](C)CO)C[C@@H](C)[C@H](CN(C)C(=O)c1cccnc1)O2	-0.3	-3	-3	17
CO[C@H]1CN(C)C(=O)c2ccc(NS(=O)(=O)CC(F)(F)F)cc2OC[C@H](C)N(CCC(F)(F)F)C[C@@H]1C	1.3	-3	nt	53
O=C(C[C@@H]1CC[C@@H]2[C@H](COC[C@H](O)CN2Cc2cccc(-c3ccncc3)c2)O1)N1CCOCC1	-1.0	-3&-4	37	28
O=C(C[C@H]1C[C@H]2c3cc(NC(=O)Nc4ccc(C(F)(F)F)cc4)ccc3O[C@H]2[C@@H](CO)O1)NCc1ccccn1	-0.7	4	0	7
C[C@@H]1CN([C@@H](C)CO)C(=O)c2cc(-c3cccc(F)c3)cnc2O[C@H]1CN(C)CC1CCOCC1	-0.8	nt	nt	-6
COc1ccc(NC(=O)N(C)C[C@@H]2OCCCC[C@@H](C)Oc3ccc(NC(=O)C4CCCCC4)cc3C(=O)N([C@H](C)CO)C[C@H]2C)cc1	-1.0	-1	22	-56
O=C(C[C@H]1CC[C@H]2[C@@H](COC[C@H](O)CN2C(=O)Nc2ccc(Cl)cc2)O1)N1CCCCC1	0.8	2	30	-3
CCCNC(=O)C[C@H]1CC[C@@H]2[C@H](COC[C@H](O)CN2Cc2cccc(F)c2)O1	2.1	0	-1	16
O=C(Nc1ccc(F)cc1)N1C[C@H]2[C@@H](c3ccccc31)[C@H](CO)N2C(=O)Cc1ccccc1	-0.5	-5	53	-7
C[C@@H]1CN([C@H](C)CO)C(=O)c2cc(NC(=O)c3ccncc3)ccc2O[C@@H](C)CCCCO[C@@H]1CN(C)S(=O)(=O)c1ccc(Cl)cc1	-1.1	-6	?	?
O=C(C[C@H]1CC[C@H](NC(=O)Nc2ccc(C(F)(F)F)cc2)[C@H](CO)O1)NCc1ccccn1	-0.5	-2	6	-10
C[C@@H]1CN([C@@H](C)CO)C(=O)c2c(c3ccccc3n2C)-c2ccccc2CO[C@H]1CN(C)C(=O)Nc1ccc(-c2ccccc2)cc1	-2.7	8	nt	-91*
Cc1ccc(S(=O)(=O)N(C)C[C@H]2OCCCC[C@@H](C)Oc3ccc(NS(=O)(=O)c4cccs4)cc3C(=O)N([C@H](C)CO)C[C@@H]2C)cc1	0.5	nt	46	-16
C[C@@H]1CCCCO[C@H](CN(C)C)[C@@H](C)CN([C@H](C)CO)C(=O)c2cc(NS(=O)(=O)c3ccc(Cl)cc3)ccc2O1	0.2	-2	8	12
C[C@H]1CN([C@@H](C)CO)C(=O)Cc2cc(NC(=O)CCCCCC(=O)Nc3ccccc3N)ccc2O[C@@H]1CN(C)S(=O)(=O)c1ccc(Cl)cc1	0.4	nt	32	-48
CO[C@@H]1CN(C)C(=O)c2cc(NC(=O)c3cc(C)on3)ccc2OC[C@@H](C)NC[C@H]1C	-1.2	nt	-5	-10
C[C@H]1CN([C@@H](C)CO)C(=O)c2cc(NS(=O)(=O)c3cn(C)cn3)ccc2O[C@@H]1CN(C)Cc1ccc(Oc2ccccc2)cc1	-1.0	nt	-5	12
C/C=C/c1ccc([C@H]2[C@@H](CO)N(S(C)(=O)=O)[C@@H]2CN(CC)C(=O)CC)cc1	-1.9	-4	13	8
CN1C(=O)c2cc(NC(=O)C3CCCCC3)ccc2OC[C@H]2O[C@H](CC(=O)NCCc3ccncc3)CC[C@H]21	1.9	3	-26	-4
C[C@H]1CN([C@@H](C)CO)S(=O)(=O)c2ccc(Br)cc2O[C@H]1CN(C)C(=O)C1CC1	0.3	1	nt	-17
CCCNC(=O)N1[C@H](CO)[C@H](c2ccc(C3=CCCC3)cc2)[C@@H]1CN(C)C(C)=O	2.1	4	23	4

Quoted from the listing:
Tcruzi prolif result of O=C(C[C@H]1CC[C@H](NC(=O)Nc2ccc(C(F)(F)F)cc2)[C@H](CO)O1)NCc1ccccn1 reads 6
KDM4C inh result of O=C(Nc1ccc(F)cc1)N1C[C@H]2[C@@H](c3ccccc31)[C@H](CO)N2C(=O)Cc1ccccc1 reads -0.5
KDM4C inh result of CO[C@@H]1CN(C)C(=O)c2cc(NC(=O)c3cc(C)on3)ccc2OC[C@@H](C)NC[C@H]1C reads -1.2

(continued)
SMILES	KDM4C inh	C diff HTS	Tcruzi prolif	Pf Dd2 growth
C[C@@H]1CCCCO[C@@H](CN(C)C(=O)CCC(F)(F)F)[C@H](C)CN([C@@H](C)CO)C(=O)c2cc(NC(=O)c3ccccc3)ccc2O1	-0.3	-3	-18	-12
CN1CCN(C(=O)C[C@@H]2C=C[C@H](NC(=O)Cc3ccccn3)[C@H](CO)O2)CC1	1.3	nt	-8	20
O=C(Nc1cc(F)ccc1F)N[C@H]1CC[C@@H](CCn2cc(C3CC3)nn2)O[C@@H]1CO	2.9	nt	24	34
C[C@@H]1CN([C@H](C)CO)C(=O)Cc2cc(NC(=O)Nc3ccc(C(F)(F)F)cc3)ccc2O[C@@H]1CN(C)Cc1ccc(C(F)(F)F)cc1	-1.0	6	20	-2
O=C(NC1CCCC1)N1CCCCN2[C@H](C1)[C@@H](c1ccc(-c3cncnc3)cc1)[C@@H]2CO	-1.1	1	85	-8
C[C@@H]1CN([C@@H](C)CO)C(=O)c2cccc(NC(=O)c3nc4ccccc4s3)c2O[C@@H]1CN(C)S(=O)(=O)c1cccs1	-0.7	-2	68	-15
C/C=C/c1ccc([C@H]2[C@H](CO)N3C(=O)CN(C(=O)c4cccc(F)c4)C[C@@H]23)cc1	-1.1	-1	nt	1
CC(=O)N(C)C[C@H]1Oc2ncc(C#CC(C)(C)O)cc2C(=O)N([C@H](C)CO)C[C@H]1C	-1.1	5	29	18
Cc1ccccc1-c1ccc(C2[C@@H]3CN(Cc4cncnc4)C[C@H]2N3)cc1 (stereo partly drawn)	-0.1&22	-7&-1	nt	-10&-75
COc1ccccc1-c1ccc2n(c1=O)C[C@H]1[C@H](CO)[C@@H](C(=O)Nc3nccs3)N(CC3CC3)[C@@H]21	3.1	4	?	-1
CO[C@H]1CN(C)C(=O)c2ccc(NC(C)=O)cc2OC[C@H](C)N(C(=O)c2cccnc2)C[C@@H]1C	1.5	1	nt	19
CN1C[C@H]2[C@@H](c3ccccc31)[C@@H](CO)N2C(=O)c1cccnc1	-1.2	11	-11	-2
Cc1ccc(S(=O)(=O)N(C)C[C@H]2Oc3ccc(NC(=O)Nc4ccc(C(F)(F)F)cc4)cc3CC(=O)N([C@H](C)CO)C[C@@H]2C)cc1	-0.5	-3	-44	-43
C[C@H](CO)N1C[C@H](C)[C@@H](CN(C)Cc2ccc(Oc3ccccc3)cc2)Oc2c(NC(=O)c3ccncc3)cccc2C1=O	4.7	10	37	-42
C/C=C/c1cnc2c(c1)C(=O)N([C@H](C)CO)C[C@@H](C)[C@H](CN(C)S(=O)(=O)c1ccccc1F)O2	0.1	-2	nt	-12
CO[C@@H]1CN(C)C(=O)c2cc(NC(C)=O)ccc2OC[C@@H](C)N(C(=O)CN2CCOCC2)C[C@H]1C	0.4	nt	-7	22
Cc1ccccc1-c1ccccc1[C@@H]1[C@H](C#N)N(C(=O)c2ccc(F)cc2)[C@H]1CO	0.5	-11	nt	-6
O=C(NC1CCCC1)[C@H]1[C@H](CO)[C@H]2Cn3c(ccc(-c4cccnc4)c3=O)[C@H]2N1CCc1ccccc1	2.6	2	58	7
CCCNC(=O)Nc1ccc2c(c1)OC[C@@H](C)N(C(C)=O)C[C@H](C)[C@@H](OC)CN(C)C2=O	-0.1	1	-11	25
C[C@@H]1CCCCO[C@@H](CN(C)Cc2ccc(C(F)(F)F)cc2)[C@@H](C)CN([C@H](C)CO)C(=O)c2cc(NS(C)(=O)=O)ccc2O1	-0.7	0	52	40
COc1ccc(S(=O)(=O)Nc2ccc3c(c2)C(=O)N([C@H](C)CO)C[C@@H](C)[C@H](CN(C)Cc2ccccc2)OCCCC[C@@H](C)O3)cc1	2.2	6	90	-63
C[C@H](CO)N1C[C@H](C)[C@@H](CN(C)C)Oc2c(NS(=O)(=O)c3cn(C)cn3)cccc2C1=O	0.4	1	13	25
C[C@@H]1CN([C@H](C)CO)C(=O)c2cc(NC(=O)NC3CCCCC3)ccc2O[C@H]1CN(C)S(=O)(=O)c1cccs1	6.6	-4	26	32
O=C(C[C@@H]1CC[C@@H](NC(=O)c2cccnc2)[C@H](CO)O1)NCc1ccc(Cl)c(Cl)c1	1.6	nt	-24	10
COc1ccc(S(=O)(=O)Nc2ccc3c(c2)C(=O)N([C@H](C)CO)C[C@H](C)[C@H](CN(C)Cc2ccc(C(F)(F)F)cc2)O3)cc1	0.9	14	100*	-6

Part of the list above, as a markdown table:
| SMILES | KDM4C inh | C diff HTS | Tcruzi prolif | Pf Dd2 growth |
| --- | --- | --- | --- | --- |
| CN1CCN(C(=O)C[C@@H]2C=C[C@H](NC(=O)Cc3ccccn3)[C@H](CO)O2)CC1 | 1.3 | nt | -8 | 20 |
| O=C(Nc1cc(F)ccc1F)N[C@H]1CC[C@@H](CCn2cc(C3CC3)nn2)O[C@@H]1CO | 2.9 | nt | 24 | 34 |
| C[C@@H]1CN([C@H](C)CO)C(=O)Cc2cc(NC(=O)Nc3ccc(C(F)(F)F)cc3)ccc2O[C@@H]1CN(C)Cc1ccc(C(F)(F)F)cc1 | -1.0 | 6 | 20 | -2 |
| O=C(NC1CCCC1)N1CCCCN2[C@H](C1)[C@@H](c1ccc(-c3cncnc3)cc1)[C@@H]2CO | -1.1 | 1 | 85 | -8 |

(continued)
SMILES	KDM4C inh	C diff HTS	Tcruzi prolif	Pf Dd2 growth
COC(=O)C[C@@H]1C[C@@H]2c3cc(NS(=O)(=O)c4cccc(OC)c4)ccc3O[C@@H]2[C@@H](CO)O1	-1.8	-10	nt	8
COc1ccc2c3c([nH]c2c1)[C@H](CO)N(C(=O)CC1CC1)CC31CN(Cc2ccncc2)C1	-0.4	-3	nt	-17
CNC[C@@H]1OCc2ccccc2-c2c(n(C)c3ccccc23)C(=O)N([C@H](C)CO)C[C@@H]1C	-0.6	-11	nt	-19
COc1ccc2c3c(n(C)c2c1)[C@H](CO)N(Cc1ccccc1OC)CC31CCN(CC2CCOCC2)CC1	2.1	5	nt	-27
C[C@H](CO)N1C[C@H](C)[C@H](CN(C)S(C)(=O)=O)Oc2ccc(NC(=O)Nc3ccccc3)cc2C1=O	-0.2	-1	22	-1
C[C@@H]1CCCCO[C@@H](CN(C)Cc2ccncc2)[C@@H](C)CN([C@@H](C)CO)C(=O)c2cc(NC(=O)C3CCCCC3)ccc2O1	-1.1	3	2	-59
O=C(C[C@H]1C=C[C@@H](NC(=O)Nc2ccccc2F)[C@@H](CO)O1)NCc1ccc(F)cc1	-0.8	3	27	8
C[C@H](CO)N1C[C@H](C)[C@H](CN(C)Cc2ccncc2)Oc2ccc(NC(=O)Cn3cnnn3)cc2CC1=O	-0.9	1	44	2
C[C@H]1CN([C@@H](C)CO)C(=O)c2cccc(NS(=O)(=O)c3cccs3)c2O[C@@H]1CN(C)S(=O)(=O)c1ccccc1	-0.3	nt	-15	21
C[C@@H]1CN([C@H](C)CO)C(=O)c2cc(NC(=O)CCC(F)(F)F)ccc2O[C@@H](C)CCCCO[C@@H]1CN(C)S(=O)(=O)c1ccc(Cl)cc1	0.3	13	85	?
C[C@@H]1CN([C@@H](C)CO)C(=O)c2cc(N(C)C)ccc2O[C@@H](C)CCCCO[C@H]1CN(C)Cc1ccccc1	0.0	2	99*	-17
O=C(C[C@H]1C[C@H]2c3cc(NC(=O)Nc4ccc(C(F)(F)F)cc4)ccc3O[C@H]2[C@H](CO)O1)NCc1ccc2c(c1)OCO2	0.2	2	86	-30
CC(C)NC(=O)N(C)C[C@H]1Oc2ccc(NC(=O)CCCCCC(=O)Nc3ccccc3N)cc2CC(=O)N([C@H](C)CO)C[C@H]1C	-0.4	-8	-1	32
CO[C@H]1CN(C)C(=O)c2ccc(NC(=O)Nc3cccc(F)c3)cc2OC[C@@H](C)N(C)C[C@@H]1C	0.3	-7	-15	nt
O=C(C[C@H]1C[C@@H]2c3cc(NC(=O)NC4CCCCC4)ccc3O[C@@H]2[C@H](CO)O1)NCCc1ccccc1	-7.7	3	nt	1
CN1C(=O)c2cc(NC(=O)c3cscn3)ccc2OC[C@@H]2O[C@@H](CC(=O)NCC3CC3)CC[C@@H]21	3.5	-3	-29	-4

Source: PubChem
